FUS suppressor: rescues growth of FUS-expressing yeast | Potency, µM (doses to about 76.6 µM), without a hit: top-dose growth rescue (activation), usual class: activators | S. cerevisiae FUS-expressing, growth rescue, OD600, 24 h | 390,000 tested, 0.24% active | AID 1347120;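 also: plate controls were DMSO vehicle for no effect and reference control for full effect; nearly all actives have a fitted effect of over 55% in size; some results filed as inactive show a strong effect at the top dose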
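Steps: raffinose overnight preculture; dilution to OD 0.005 in 2% galactose minimal medium; compound addition (concentration series); 24hr at 30C, 99% humidity; absorbance read at 600 nm.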
aSyn yeast inh: alpha-synuclein toxicity inhibition in yeast. Yeast expressing alpha-synuclein, growth rescue, BacTiter-Glo, 24 h. Potency, µM (series often up to 46.1 µM), for inactives: at the highest dose growth rescue (activation), hits mostly activators. 370,000 tested, 0.14% active; also: % of control where 0% means no effect; nearly all actives have a fitted effect of over 65% in size
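Rescue of yeast growth: cells expressing toxic alpha-synuclein, induced in galactose at OD600 0.02, incubated with compound 24 h at 30 C. ATP luminescence quantified growth; inhibitors of toxicity appear as activators.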
PTHR1 ag: PTHR1 (human) receptor agonism; HEK293 GP2 PTHR1 cells, GloSensor cAMP luminescence, 1 h; AID 743266; 410,000 tested, 0.075% active; Q03431; Potency, µM (series often up to 115 µM), for the others: at the top dose activation, most hits filed as activators; also: nearly all actives have a fitted effect of over 55% in size; some results filed as inactive show a strong effect at the top dose; inactives centre near -15; many of its hits are not listed in these tables
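HEK-293-derived GP2 cells expressing PTHR1 and a GloSensor cAMP reporter, 3,000/well, plated overnight, given luciferin plus IBMX (each 0.5 mM as added) for 1 h at 37 °C, then compound for 1 h at 37 °C. Luminescence was read after 15 min at room temperature.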
EPAC1 agonist: activates human EPAC1 exchange factor; O95398; EPAC1 agonist qHTS, biochemical assay; response scale: 100% = response to 6.5 mM cAMP; Potency, µM (top dose mostly 154 µM), inactives show top-dose activation, actives largely listed as activators; 360,000 tested, 0.073% active; AID 720707; also: nearly all actives have a fitted effect of over 60% in size
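Nucleotide exchange by EPAC1 (100 nM) on Rap1B–BODIPY-GDP (250 nM) in the presence of 50 uM GDP is tracked fluorescently at 480/540 nm over 30 min. Signals are normalized to a 6.5 mM cAMP control.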
EPAC2 ag: activates human EPAC2 exchange factor | Q8WZA2 | EPAC2 activation, biochemical qHTS; response scale: 100% = 6.5 mM cAMP response | Potency, µM (top dose mostly 154 µM), for the others: at the top dose activation, usual class: activators | 360,000 tested, 0.079% active; also: nearly all actives have a fitted effect of over 50% in size
Target sequence (Q8WZA2 whole entry, looked up): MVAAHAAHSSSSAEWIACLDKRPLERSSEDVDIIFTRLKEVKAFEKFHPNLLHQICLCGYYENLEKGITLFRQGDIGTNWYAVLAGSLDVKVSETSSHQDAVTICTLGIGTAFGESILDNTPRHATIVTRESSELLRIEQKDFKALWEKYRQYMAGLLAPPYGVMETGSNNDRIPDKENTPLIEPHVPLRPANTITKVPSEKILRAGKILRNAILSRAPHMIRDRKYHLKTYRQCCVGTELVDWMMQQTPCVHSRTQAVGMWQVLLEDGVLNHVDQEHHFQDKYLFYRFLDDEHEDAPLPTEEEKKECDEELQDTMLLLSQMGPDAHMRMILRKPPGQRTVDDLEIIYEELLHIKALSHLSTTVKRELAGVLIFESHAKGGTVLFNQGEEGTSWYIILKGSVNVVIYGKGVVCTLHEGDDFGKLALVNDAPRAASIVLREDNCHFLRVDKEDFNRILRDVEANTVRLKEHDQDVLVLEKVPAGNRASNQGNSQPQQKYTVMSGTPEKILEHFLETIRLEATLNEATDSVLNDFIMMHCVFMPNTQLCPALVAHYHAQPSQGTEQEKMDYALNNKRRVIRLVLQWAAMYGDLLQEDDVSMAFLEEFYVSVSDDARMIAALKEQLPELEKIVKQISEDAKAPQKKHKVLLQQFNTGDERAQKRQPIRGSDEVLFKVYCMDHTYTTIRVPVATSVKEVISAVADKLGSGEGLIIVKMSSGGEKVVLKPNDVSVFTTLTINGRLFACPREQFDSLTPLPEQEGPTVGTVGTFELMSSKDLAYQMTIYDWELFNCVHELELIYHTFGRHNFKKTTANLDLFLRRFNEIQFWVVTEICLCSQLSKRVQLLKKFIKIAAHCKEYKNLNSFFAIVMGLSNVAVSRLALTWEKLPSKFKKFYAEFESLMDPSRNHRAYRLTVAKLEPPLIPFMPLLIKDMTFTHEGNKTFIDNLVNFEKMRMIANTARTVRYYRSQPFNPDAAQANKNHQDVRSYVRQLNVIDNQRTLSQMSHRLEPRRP
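Each well held 100 nM EPAC2, 250 nM RAP1B-BODIPY-GDP and 50 uM GDP. Fluorescence, read at 5-min intervals to 30 min, was referenced to a 6.5 mM cAMP positive control.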
EPAC2 antag: antagonists of human EPAC2. Potency, µM (doses to about 114 µM), inactives show at the top dose activity, negative = inhibition, usual class: inhibitors. 360,000 tested, 0.18% active. Q8WZA2. EPAC2 GEF exchange of Rap1B-BODIPY-GDP, fluorescence; also: % is scaled to controls: 0 for no effect and ±100 for the full control effect; nearly all actives have a fitted effect of over 45% in size; many of its hits are not listed in these tables
TDP-43 yeast inh: TDP-43 toxicity inhibition in yeast; TDP-43 expressing yeast growth rescue, BacTiter-Glo, 24 h; 410,000 tested, 1.8% active; Potency, µM (titrated, usually from 46.1 µM), for inactives: at the top dose growth rescue (activation), most hits filed as activators; AID 652104; also: % of control where 0% means no effect; nearly all actives have a fitted effect of over 50% in size
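Cell-based yeast growth screen: TDP-43 expression induced in galactose, inoculum OD600=0.02 after raffinose pregrowth to mid-log. Read-out BacTiter-Glo luminescence at 24 hr, 30 deg C; inhibition of toxicity seen as signal increase.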
EPAC1 antag: antagonists of human EPAC1; AID 720709; EPAC1 GEF assay, Rap1b-BODIPY-GDP exchange fluorescence; O95398; 360,000 tested, 0.14% active; Potency, µM (highest dose often 115 µM), without a hit: at the highest dose activity change, negative = inhibition, actives largely listed as inhibitors;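 also: plate controls were vehicle for no effect and positive control for full effect; nearly all actives have a fitted effect of over 50% in size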
Active calls of the source: *; i = inactive; ? = inconclusive; · = no result given; & = joins results of further samples; [ ] = remark or other dose. Calls follow the shape of the dose curve; as a rule, active = well fitted curve in the direction sought with a large enough effect; inconclusive = small, poorly fitted or top-dose-only effect, or another doubt; inactive = no such curve, though single readings can be large; an effect the other way counts as inactive or inconclusive. Potency is read from the fitted curve at half-maximal effect. Some of the compounds tested; count on the stated rates, not on these rows.

SMILES | FUS suppressor | aSyn yeast inh | PTHR1 ag | EPAC1 agonist | EPAC2 ag | EPAC2 antag | TDP-43 yeast inh | EPAC1 antag
O=C(CCNC(=O)c1ccccc1)OCC(=O)c1cccc(Cl)c1 | -24% | -6% | 32% | 8% | 17% | 2% | 2% | -7%
COc1cc(C(=O)NC(=S)Nc2ccc(N3CCCC3)cc2)cc(OC)c1OC | 5% | -5% | -13% | 5% | 1% | 4% | 21% | 9%
C/C(=N\N=C1\NC(=O)C(CC(=O)Nc2ccccc2F)S1)C1CCCCC1 (centres undefined) | · | -1% | i | -2% | -1% | -2% | 15% | -20%
Cc1cc(C)cc(NC(=S)N2CCN(c3ncc(C(F)(F)F)cc3Cl)CC2)c1 | 3% | -11% | -21% | 2% | -6% | 4% | 2% | 8%
CCN(Cc1ccccc1)c1ccc(/C=C(\C#N)c2ccccn2)cc1 | 10% | 4% | -22% | ? | 13% | 7% | -17% | 24%
O=S1(=O)CCN(C2CCCCCC2)CC1 | 3% | 9% | -13% | 0% | 5% | 3% | 17% | -4%
c1ccc(NC2=NCCN2CC2CCCCCC2)cc1 | -19% | 2% | -5% | 9% | 1% | -5% | 3% | -1%
CCC1(CC)C(=O)C2=C3C1[C@H](C(=O)OC)C=C(C(=O)OC)C[C@H]3[C@H]1C(=O)NC(=O)[C@H]1[C@H]2C (some centres undefined) | -5% | 2% | i | 1% | 9% | -2% | 20% | -22%
COc1ccc(Cl)cc1C(=O)NC1=NCCS1 | 22% | 1% | i | 7% | 6% | 1% | 24% | 15%
CCOc1ccccc1-n1c(SCC(=O)N2CCOCC2)nnc1-c1ccccn1 | 5% | 7% | i | -2% | -6% | 5% | 7% | 6%
CCOc1ccc(CCNC(=O)COC(=O)COc2ccc(Cl)cc2)cc1OCC | 20% | -1% | -12% | -14% | -4% | -3% | -17% | -4%
O=C(NCc1ccccn1)C(=O)NCC1OCCN1S(=O)(=O)c1ccc(Cl)cc1 (centres undefined) | 20% | 0% | i | -7% | -6% | 7% | -18% | -7%
CCOc1ccc(C(=O)NCC(C)CN(C)C)cc1OCC (centres undefined) | 11% | 1% | -25% | 4% | 9% | -2% | 11% | 0%
CC(=O)Nc1ccc(C(=O)CSc2nnnn2C(C)C)cc1 | ? | -2% | -5%[57.5 µM] | 6% | 7% | -20% | -8% | -14%
Cc1cc(C)n(CCC(=O)N/N=C/c2ccc(O)cc2)n1 | · | -3% | i | -6% | 2% | 8% | 0% | 16%
COC(=O)c1ccc(COc2ccc(C=O)cc2)o1 | -8% | -9% | i | 11% | 5% | 7% | ? | -3%
O=C1CC(=O)Nc2cc(S(=O)(=O)Nc3ccc(F)cc3Cl)ccc2N1 | -19%&-7% | -2% | -21%&-46% | -10% | 6% | -3% | -6%&11% | -11%
CCCCOC(=O)c1ccc(NC(=O)C(=O)NCC2CCCO2)cc1 (centres undefined) | -4% | -2% | -10% | -9% | -9% | 3% | ? | 0%
O=C(CSc1nc(O)c(Cc2ccccc2)c(=O)[nH]1)N1CCOCC1 | -32% | 6% | i | -18% | 8% | 6% | 3% | 6%
COc1ccc(N(CC(=O)Nc2cccc(C)c2C)S(=O)(=O)c2c(C)[nH]c(=O)[nH]c2=O)cc1 | 15% | 3% | i | 8% | 5% | 0% | 12% | -2%
Cc1ccccc1-c1nnc(SCCOc2ccc3c(C)cc(=O)oc3c2)o1 | -6% | 3% | i | 2% | -2% | -3% | 11% | 7%
C[C@@H]1CN([C@@H](C)CO)C(=O)c2cc(Br)cnc2O[C@H]1CN(C)Cc1cccnc1 | -18% | 0% | -21% | 10% | -1% | -7% | 9% | 13%
Cc1ccc(-c2c[n+](CC(=O)c3cccs3)c3n2CCC3)cc1 | 7% | -8% | -14% | 2% | 7% | 3% | -18% | 7%
CCN(CC)C(=O)CC(c1ccc(F)cc1)c1ccc(OC)cc1 (centres undefined) | · | 11% | i | 3% | 2% | -6% | 1% | 2%
Cc1cc(Br)cc2c1NC(=O)C2(O)CC(=O)c1ccco1 (centres undefined) | -4% | -2% | i | -12% | 0% | 0% | 0% | -1%

The list goes on.
SMILES | FUS suppressor | aSyn yeast inh | PTHR1 ag | EPAC1 agonist | EPAC2 ag | EPAC2 antag | TDP-43 yeast inh | EPAC1 antag
C=CCNC(=O)c1ccc2c(c1)nnn2C | 0% | -5% | i | 13% | 6% | -3% | -10% | -1%
O=c1[nH]c(CSc2ncnc3sccc23)nc2ccccc12 | -13% | -7% | -1% | 12% | 11% | 1% | 21% | -8%
COc1ccc(C(C#N)=C2C=CC(=NO)C(C)=C2Cl)cc1 | · | -9% | -3% | 3% | 10% | 14% | -1% | 6%
CC(C)CNC(=O)CCc1nc(-c2ccccc2)no1 | 8% | 7% | -2% | -3% | 1% | -1% | 19% | 6%
COc1cc(NC(=O)c2cccnc2SC)cc(OC)c1OC | -1% | 0% | i | -10% | 1% | -3% | 12%[9.22 µM] | -2%
S=C1NC[C@H](c2ccccc2)N1CC1CCCCC1 | ? | 20% | i | -12% | 6% | ? | 0% | -20%
O=C(O)/C=C/C(=O)NC1CCCCC1 | -8% | 0% | -13% | -1% | 10% | -3% | 2% | 6%
C(=C\c1ccccc1)/CN1CCN(Cc2nc(Cc3ccccc3)no2)CC1 | 3% | -2% | -19% | 13% | 21% | 5%[57.1 µM] | -6% | -2%
O=C(Nc1ccc(F)cc1)C1CCCN(c2cnccn2)C1 (centres undefined) | -16% | 7% | i | 2% | 6% | -2% | 16% | -6%
Cc1cc(C)cc(C(=O)N(c2ccccn2)C(C)c2ccco2)c1 (centres undefined) | 12% | 0% | i | 7% | 9% | 0% | -24% | 8%
CN1CCN(C(=O)C[C@H]2CC[C@H]3[C@@H](COC[C@@H](O)CN3C(=O)C3CCCC3)O2)CC1 | -3% | 6% | -16% | 9% | 9% | 2% | 16% | -8%
CCOC(=O)C1CCCN(C(=O)/C=C/c2cccc([N+](=O)[O-])c2)C1 (centres undefined) | -1% | 5% | -7% | 6% | -7% | -7% | 19% | 1%
COc1ccc2c(c1)CC/C(=C\c1ccc(OC)c(Cn3nc(C)cc3C)c1)C2=O | 43% | 2% | -34%[inhibitor] | 10% | 5% | -11% | -17% | ?
COc1ccc(NC(=O)/C(N=Nc2ccc(Cl)c(S(=O)(=O)Nc3ccc(Cl)cc3)c2)=C(\C)O)cc1 | -1% | 5% | -22% | 8% | 12% | -7% | 4% | 18%
COc1ccc(NC(=O)CCOc2ccc(C)cc2)c(OC)c1 | 5% | 6% | i | 7% | -1% | 2% | ? | 20%
CN1C(C(=O)Nc2ccc(OC(F)(F)F)cc2)=CC(c2cccs2)=NS1(=O)=O | -12%&-4% | 2% | -7% | -12% | 3% | -4% | 21%&-4% | 13%
Cc1ccc(CS(=O)(=O)c2nsc(C)c2C#N)cc1 | 13% | 0% | i | -9% | -3% | 7% | -10%[0.397 µM] | -5%
CC(=O)c1ccccc1OCC(O)CN1CCN(CCN2C(=O)c3cccc4cccc(c34)C2=O)CC1 (centres undefined) | 4% | -1% | -10% | -3% | 1% | ? | -5% | -27%
COc1ccccc1-c1cnc(C(O)c2cc(C)c(OC)c(C)c2)[nH]1 (centres undefined) | -13% | -3% | -48%[inhibitor] | -13% | 2% | -2% | -16% | -26%
O=C(COC(=O)c1cnccn1)c1ccc(Cl)cc1 | -10% | 1% | i | -4% | 4% | 2% | 12% | -7%
Cc1cccc(Nc2nc(N)c([N+](=O)[O-])c(N3CC(C)CC(C)C3)n2)c1 (centres undefined) | 27% | 8% | -22% | -4% | -2% | -21% | 17% | ?
CCCC(=O)Nc1nnc(SCC(=O)N2CCN(c3ccccc3)CC2)s1 | 5% | 0% | 16% | 0% | 3% | 8% | -1% | 7%
O=C(Oc1ccccc1N1CCOCC1)c1sccc1Br | 10% | 8% | i | 6% | 17% | -5% | 29% | -12%

2 entries from above, set out differently:
Molecule	FUS suppressor	aSyn yeast inh	PTHR1 ag	EPAC1 agonist	EPAC2 ag	EPAC2 antag	TDP-43 yeast inh	EPAC1 antag
O=C(Nc1ccc(F)cc1)C1CCCN(c2cnccn2)C1 (centres undefined)	-16%	7%	i	2%	6%	-2%	16%	-6%
Cc1cc(C)cc(C(=O)N(c2ccccn2)C(C)c2ccco2)c1 (centres undefined)	12%	0%	i	7%	9%	0%	-24%	8%

A stretch from the list above, as a working copy:
SMILES | FUS suppressor | aSyn yeast inh | PTHR1 ag | EPAC1 agonist | EPAC2 ag | EPAC2 antag | TDP-43 yeast inh | EPAC1 antag
COc1cc(NC(=O)c2cccnc2SC)cc(OC)c1OC | -1% | 0% | i | -10% | 1% | -3% | 12%[9.22 µM] | -2%
S=C1NC[C@H](c2ccccc2)N1CC1CCCCC1 | ? | 20% | i | -12% | 6% | ? | 0% | -20%
O=C(O)/C=C/C(=O)NC1CCCCC1 | -8% | 0% | -13% | -1% | 10% | -3% | 2% | 6%
C(=C\c1ccccc1)/CN1CCN(Cc2nc(Cc3ccccc3)no2)CC1 | 3% | -2% | -19% | 13% | 21% | 5%[57.1 µM] | -6% | -2%
O=C(Nc1ccc(F)cc1)C1CCCN(c2cnccn2)C1 (centres undefined) | -16% | 7% | i | 2% | 6% | -2% | 16% | -6%
Cc1cc(C)cc(C(=O)N(c2ccccn2)C(C)c2ccco2)c1 (centres undefined) | 12% | 0% | i | 7% | 9% | 0% | -24% | 8%
CN1CCN(C(=O)C[C@H]2CC[C@H]3[C@@H](COC[C@@H](O)CN3C(=O)C3CCCC3)O2)CC1 | -3% | 6% | -16% | 9% | 9% | 2% | 16% | -8%
CCOC(=O)C1CCCN(C(=O)/C=C/c2cccc([N+](=O)[O-])c2)C1 (centres undefined) | -1% | 5% | -7% | 6% | -7% | -7% | 19% | 1%
COc1ccc2c(c1)CC/C(=C\c1ccc(OC)c(Cn3nc(C)cc3C)c1)C2=O | 43% | 2% | -34%[inhibitor] | 10% | 5% | -11% | -17% | ?
COc1ccc(NC(=O)/C(N=Nc2ccc(Cl)c(S(=O)(=O)Nc3ccc(Cl)cc3)c2)=C(\C)O)cc1 | -1% | 5% | -22% | 8% | 12% | -7% | 4% | 18%
COc1ccc(NC(=O)CCOc2ccc(C)cc2)c(OC)c1 | 5% | 6% | i | 7% | -1% | 2% | ? | 20%
CN1C(C(=O)Nc2ccc(OC(F)(F)F)cc2)=CC(c2cccs2)=NS1(=O)=O | -12%&-4% | 2% | -7% | -12% | 3% | -4% | 21%&-4% | 13%
Cc1ccc(CS(=O)(=O)c2nsc(C)c2C#N)cc1 | 13% | 0% | i | -9% | -3% | 7% | -10%[0.397 µM] | -5%
CC(=O)c1ccccc1OCC(O)CN1CCN(CCN2C(=O)c3cccc4cccc(c34)C2=O)CC1 (centres undefined) | 4% | -1% | -10% | -3% | 1% | ? | -5% | -27%
